SIAE inh: human SIAE inhibitors, primary screen, biochemical, fluorescence polarization, FP-Rh probe, 1536-well HTS; SIAE FP-Rh probe binding; inhibition, % at 9.66 µM; hit rate 0.69% among 370,000;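 active = inhibition above a cutoff: mean of compounds within the control limits plus 3 SD of those, cut at about 17% in these data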;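 note: 0% = plate median of compound wells and 100% = probe without SIAE protein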
HTRA1 inhibitor: HTRA1 serine protease inhibitors, primary screen, biochemical, fluorescence polarization, HTS | Q92743 | recombinant HTRA1, FP-rhodamine activity-based probe | inhibition, % at 5.96 µM | hit rate 0.5% among 340,000; in the data active = inhibition above about 36%;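 note: 0% = enzyme with DMSO and 100% = wells lacking enzyme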
rCAG binder: binders of r(CAG) RNA repeats, primary screen, biochemical, fluorescence; r(CAG) RNA repeat, TO-PRO-1 dye displacement fluorescence; inhibition, % at 3 µM; hit rate 1.3% among 370,000; AID 651821, 2012;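 active = inhibition above the plate cutoff, the mean of all test compounds on that plate plus 3 SD, cut at about 35% in these data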;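 note: 0% = DMSO alone and 100% = 100 µM mitoxantrone as full dye displacement; higher means more dye released from RNA so lower well fluorescence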
NPR2 activator: human GC-B receptor activators, primary screen, HEK293 GC-B cells, cGMP TR-FRET, EC30 CNP; 0% at EC30 CNP, 100% saturating CNP; activation, % at 10 µM; hit rate 0.11% among 370,000; AID 1920062, 2024;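 active = activation at 10 µM reaching about 35% in either raw or pattern-adjusted values, limit read from the data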
ABHD4 inh: ABHD4 inhibitors, primary screen, biochemical, fluorescence polarization, mouse | (Lyso)-N-acylphosphatidylethanolamine lipase (Mus musculus), Q8VD66 | AID 720543, 2013 | inhibition, % at 8.92 µM | hit rate 0.54% among 370,000 | purified mABHD4, FP-Rh probe fluorescence polarization;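 active = inhibition exceeding the mean over every tested compound plus 3 SD, cut at about 30% in these data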;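 note: 0% = plate median of compound wells and 100% = S159A mutant with DMSO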
Target sequence (Q8VD66 whole entry, looked up): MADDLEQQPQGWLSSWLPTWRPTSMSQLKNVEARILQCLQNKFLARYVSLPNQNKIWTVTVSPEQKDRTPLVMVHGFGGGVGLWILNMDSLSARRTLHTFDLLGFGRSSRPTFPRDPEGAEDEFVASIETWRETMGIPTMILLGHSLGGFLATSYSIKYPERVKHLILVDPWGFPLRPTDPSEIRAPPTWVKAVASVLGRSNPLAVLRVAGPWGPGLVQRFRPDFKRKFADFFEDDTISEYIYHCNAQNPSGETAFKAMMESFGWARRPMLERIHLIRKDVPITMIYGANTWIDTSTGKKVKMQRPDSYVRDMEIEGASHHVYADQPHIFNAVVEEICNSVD
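Assay system: mABHD4 protein; medium: HEPES pH 7.0, NaCl, Pluronic buffer; dosing: 8.92 µM, single dose; schedule: 45 min + 60 min at 25 °C; signal: FP readout, ex 525 nm / em 598 nm; read-out: normalized percent inhibition of probe labeling; repeats: single replicate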
TDP2 inh: human TDP2 enzyme inhibitors, primary screen, biochemical, epi absorbance, recombinant enzyme; T5PNP hydrolysis, p-nitrophenol absorbance 415 nm; inhibition, % at 12.8 µM; hit rate 0.34% among 370,000;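 active = inhibition above the mean of all tested compounds plus 3 SD, set per campaign, cut at about 25% in these data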;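 note: 0% = DMSO with enzyme and 100% = buffer with substrate but no TDP2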
Target sequence (O95551 whole entry, looked up): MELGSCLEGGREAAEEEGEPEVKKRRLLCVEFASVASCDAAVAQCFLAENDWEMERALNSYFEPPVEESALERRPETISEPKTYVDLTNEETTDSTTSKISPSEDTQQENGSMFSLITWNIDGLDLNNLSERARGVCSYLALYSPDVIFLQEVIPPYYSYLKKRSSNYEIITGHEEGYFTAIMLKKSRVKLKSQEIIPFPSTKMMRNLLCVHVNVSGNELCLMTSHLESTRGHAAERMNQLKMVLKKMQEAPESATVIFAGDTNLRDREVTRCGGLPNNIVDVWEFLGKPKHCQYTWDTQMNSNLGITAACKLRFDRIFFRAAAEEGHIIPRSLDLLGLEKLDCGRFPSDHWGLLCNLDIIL
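Evaluation: % inhibition relative to enzyme-containing and enzyme-free wells. Material: recombinant human TDP2. Benchmarks: enzyme-free and DMSO wells. Timing: enzyme reaction with compound for 2 h at 37 °C. Compound dosing: 12.8 µM only. Measured by: p-Nitrophenol epi absorbance. Reagent: T5PNP substrate at 5 mM, a TopII-DNA adduct mimic. Replication: single well per compound.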
LEDGF integ inh: blockers of LEDGF/p75-dependent integrase strand transfer – biochemical, TR-FRET, high throughput, primary screen; HIV-1 integrase (with human LEDGF/p75); TR-FRET IN-LEDGF/p75 DNA integration, Eu/Cy5; inhibition, % at 3.7 µM; hit rate 0.64% among 370,000;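 active = inhibition above the screen-wide mean plus 3 SD, cut at about 13% in these data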;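 note: signal is the Cy5 over europium emission ratio at 671 and 618 nm; 0% = plate median of compound wells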
PRMT1 inh: PRMT1 methyltransferase inhibitors, primary screen, biochemical, fluorescence polarization; Protein arginine N-methyltransferase 1 (Homo sapiens), Q99873; recombinant PRMT1, activity-based probe fluorescence polarization; inhibition, % at 2.79 µM; hit rate 1.3% among 370,000; AID 652257, 2013;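 active = inhibition above about 21% made by adding two undisclosed values, limit read from the data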
Target sequence (Q99873 whole entry, looked up): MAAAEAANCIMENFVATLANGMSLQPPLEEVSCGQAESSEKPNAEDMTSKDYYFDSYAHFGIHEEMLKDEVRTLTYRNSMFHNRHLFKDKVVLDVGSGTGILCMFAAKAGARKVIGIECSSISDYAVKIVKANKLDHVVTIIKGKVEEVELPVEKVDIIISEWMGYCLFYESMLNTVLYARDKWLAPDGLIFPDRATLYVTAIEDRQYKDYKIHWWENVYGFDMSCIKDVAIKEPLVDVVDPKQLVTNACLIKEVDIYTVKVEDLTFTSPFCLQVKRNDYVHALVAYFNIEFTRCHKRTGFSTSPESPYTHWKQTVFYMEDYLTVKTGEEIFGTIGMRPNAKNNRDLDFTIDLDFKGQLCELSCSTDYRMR
MBD2 DNA inh: inhibitors of MBD2 binding to methylated DNA, primary screen, biochemical, TR-FRET, DNA-binding domain, human. Methyl-CpG-binding domain protein 2 (Homo sapiens), Q9UBB5. MBD2 binding to methylated oligonucleotide. inhibition, % at 4.4 µM. hit rate 0.31% among 370,000. AID 686964, 2013; in the data active = inhibition above about 13%
TCR CD3 inh: inhibitors of human TCR-CD3 interaction, primary screen, biochemical, fluorescence, TAMRA-labeled TCR probe; AID 651800, 2012; hit rate 0.37% among 360,000; inhibition, % at 9.4 µM; in the data active = inhibition above about 19%;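 note: recombinant mutant TCR 2C K166C tagged with TAMRA read by polarization; 0% = receptor in buffer alone and 100% = receptor with positive control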
* hit, by the source's call; · = not tested or not shown. An excerpt; rates above refer to the full screens.

SMILES	SIAE inh	HTRA1 inhibitor	rCAG binder	NPR2 activator	ABHD4 inh	TDP2 inh	LEDGF integ inh	PRMT1 inh	MBD2 DNA inh	TCR CD3 inh
COc1cc(OC)cc(-c2c(C#Cc3ccsc3)c3cc(-c4ccc5c(c4)OCO5)ccc3n2C)c1	-7	-5	13	0	9	-8	0	-2	-2	3
O=C(NC(Cc1c[nH]c2ccccc12)C(=O)O)c1cccs1 (centres undefined)	-3	-2	-3	-1	-3	-3	-5	-8	-3	4
COC(=O)CCCC1=CC2=CC(=O)C(C)(OC(=O)c3cccs3)C(=O)C2=CN1CC(C)C (centres undefined)	9	5	6	3	13	5	2	2	-6	9
Cc1ccccc1C(=O)N1CCN(C(=O)C(=O)c2cccc(C(F)(F)F)c2)CC1	-2	·	-1	0	-4	8	-2	1	2	5
CCOC(=O)CSc1nnc(-c2ccco2)n1-c1ccc(C)cc1	-2	-2	-6	-3	-5	-8	2	0	5	5
CCOc1ccccc1NC(=O)Nc1cc(OC)ccc1OC	-2	3	2	-3	-7	-3	-1	-1	5	-3
COc1cc(NC(=O)CSc2nccc(C)n2)c(C)cc1[N+](=O)[O-]	-2	2	16	2	-2	3	-2	18	-1	-5
COc1ccc(NC(=O)CN2CCN(CC(=O)Nc3ccc(F)cc3F)CC2)cc1	9	1	0	2	1	10	-4	-3	-3	-1
CCN(CCn1cccn1)C(=O)c1ccc(OC2CCN(C(=O)CCOC)CC2)cc1	-2	2	-3	6	7	-5	-2	2	4	-2
COc1ccc(S(=O)(=O)N2CCN(C(=S)NCCc3ccccc3)CC2)cc1	-1	-13	-2	7	-4	-3	1	-6	5	7
c1ccc(CNc2ccc3ccccc3n2)nc1	-3	-6	0	-4	5	7	1	-1	5	-5
CCN(CC(=O)Nc1cccc(OC)c1)CC(=O)Nc1ccc(Br)c(C)c1	-11	-75	6	-5	-31	5	2	-1	1	-3
Cc1ccc(NC(=O)CC(=O)Nc2ccc(C)cc2C)c(C)c1	-3	-1	-7	0	7	1	-1	3	5	-4
CC1CCCC(NC(=O)C2CC(=O)N(Cc3ccccc3)C2)C1C (centres undefined)	2	5	-7	4	5	5	-4	4	-1	-6
CCOc1ccc(C(CC(=O)O)NC(=O)C(c2ccccc2)c2ccccc2)cc1OC (centres undefined)	4	-1	10	0	5	8	0	-2	-2	0
COc1ccc(F)c(-c2nc(CN3CCC(c4ccccc4)CC3)c(C)o2)c1	4	-10	-7	-7	0	8	0	-3	0	-1
COc1cc(OC)c(N(C)S(=O)(=O)c2cccc(C(=O)NCc3cccs3)c2)cc1Cl	0	-3	3	7	-10	-12	3	-3	2	1
O=c1ccc(NS(=O)(=O)c2ccc(Cl)cc2)cn1Cc1ccc(Cl)c(Cl)c1	7	-6	32	-3	-12	3	1	0	2	4
O=C(CN(Cc1ccco1)C(=O)CNS(=O)(=O)c1ccc(F)cc1)NCc1ccccc1	8	-1	-2	0	10	5	2	-1	-3	-1
CCOc1cc(C=O)cc(Br)c1OCC(=O)NCCc1ccccc1	-2	-44	-7	-11	5	-4	4	0	4	0
O=C(O)/C=C/C(=O)N1CCN(S(=O)(=O)c2cc(C(F)(F)F)ccc2Cl)CC1	-4	-3	-1	3	-1	10	-3	-2	3	-3
C#CCOCCOCCOCCNc1nc(N2CCN(C(=O)[C@H](CCCCN)n3cc([C@@H](N)CO)nn3)CC2)nc(N2CCN(C(=O)[C@H](Cc3ccc(O)cc3)n3cc([C@@H](N)CC(C)C)nn3)CC2)n1	-1	10	14	4	-11	-10	2	2	4	-9
Nc1ccc(C23CC4CC(CC(O)(C4)C2)C3)cc1	4	4	-1	4	5	-7	0	2	-1	-2
O=C(c1ccccc1F)N1CCN(c2ncccn2)CC1	10	3	-4	0	-6	2	3	0	-1	4
CC(=O)c1cccc(NC(=O)CN2C(=O)C3C4C=CC(C4)C3C2=O)c1 (centres undefined)	-8	4	3	0	1	9	-1	2	-3	0
The results go on:
SMILES	SIAE inh	HTRA1 inhibitor	rCAG binder	NPR2 activator	ABHD4 inh	TDP2 inh	LEDGF integ inh	PRMT1 inh	MBD2 DNA inh	TCR CD3 inh
Cc1ccc(C)c(NC(=S)c2ccc3ccccc3n2)c1	3	-8	11	-2	-2	7	-2	1	2	-5
Cn1c2c(c(=O)n(C)c1=O)C(NC(=O)c1ccco1)(C(F)(F)F)C(=O)N2 (centres undefined)	1	3	-4	5	10	-3	-3	-1	-3	3
COc1ccc2ccccc2c1C(=O)/C=C\c1ccoc1	2	-9	32	4	24	-9	4	33*	-1	-2
O=C1CC(NS(=O)(=O)c2cccs2)CN1c1ccc(Cl)cc1 (centres undefined)	2	-3	-5	-5	1	-2	-8	2	6	-6
Cc1cc(-c2nnc(CCC(=O)N(C)CCc3ccccc3)o2)no1	4	-5	-6	-3	2	-5	-2	5	7	-16
CC(C)(C)c1ccc(COn2ccnc2)cc1	1	6	-7	3	-2	-4	0	-2	0	9
O=C(CSc1nc(-c2ccc(F)cc2)cs1)NC(=O)NCc1ccco1	-3	-19	4	-4	-6	-13	0	3	3	3
COc1ccc(CCNC(=O)CCN2C(=O)C(C)Oc3ccc(C)cc32)cc1OC (centres undefined)	3	6	-9	-5	7	-3	0	1	4	7
COc1ccccc1NC(=O)COn1nnc2ccc(S(=O)(=O)N3CCOCC3)cc21	-1	5	1	0	-1	8	1	2	-2	10
CC(OC(=O)c1cccc(-n2cnnn2)c1)C(=O)Nc1ccccc1F (centres undefined)	-3	-11	5	-4	-4	-3	1	-3	-1	2
Cc1ccc(NC(=O)CNC(=O)C2CCCCC2)nc1	-1	-2	-3	4	2	1	-3	3	-2	4
Cc1ccccc1OCC(=O)Nc1ccc(N2CCN(C(=O)C(C)C)CC2)c(Cl)c1	5	-27	-5	8	0	-7	3	-1	6	-11
O=C(/C=C\c1ccco1)Oc1cccc2cccnc12	6	30	0	2	2	-5	4	-1	0	10
C/C(CC(=O)Nc1ccc2c(c1)OCCO2)=N\NC(=O)COc1ccccc1C	17	-5	0	2	2	6	2	-2	5	3
O=C(O)C1CC(c2cccc(Br)c2)=NO1 (centres undefined)	2	0	1	0	3	-3	0	1	-2	0
CCC(C)(C)NC(=S)Nc1ccccc1C	-4	14	-4	2	-4	-10	5	-6	-1	3
O=C(Cn1cnc2c(nnn2-c2cccc(Cl)c2)c1=O)N1CCCC1	1	-1	1	-5	2	7	6	0	2	-4
C#CCCN([C@H](C(=O)OC)C(C)C)S(=O)(=O)c1ccccc1Br	2	·	-1	-4	-3	0	-2	-1	3	·
O=C(C1CCC(CNc2c(N3CCCCC3)c(=O)c2=O)CC1)N1CCN(c2ccccn2)CC1 (centres undefined)	16	14	-2	8	0	5	-2	1	-7	-3
O=C(NCc1ccccc1Cl)c1[nH]c(C(F)(F)F)nc1-c1ccccc1	-7	·	7	-1	-14	4	-2	0	-1	-6
O=C(Cn1[nH]c(=O)c2ccccc2c1=O)OCC(=O)N1CCCc2ccccc21	-5	1	-1	-5	1	-2	-2	-2	4	-2
O=C(CSc1nnc(-c2ccccc2)n1-c1ccc(Cl)cc1)Nc1ccccc1-c1ccccc1	-4	·	10	-13	-16	-16	5	-2	-2	·
COc1cc(C(=O)OCC(=O)Nc2c(F)c(F)c(F)c(F)c2F)cc(OC)c1OC	5	-1	-2	-2	2	-2	-2	-5	-7	-2
Cc1ccc(Sc2ncccc2C(=O)NCc2cc([N+](=O)[O-])ccc2O)c(C)c1	0	-3	28	-6	-5	-10	-1	3	-3	-1
N#Cc1cccc(CNCC(=O)N2CCC3(CC2)OCCO3)c1	-6	·	0	-5	5	7	3	-10	-4	·

Compound profiles, as listed above:
N#Cc1cccc(CNCC(=O)N2CCC3(CC2)OCCO3)c1 is listed with SIAE inh: -6; HTRA1 inhibitor: ·; rCAG binder: 0; NPR2 activator: -5; ABHD4 inh: 5; TDP2 inh: 7; LEDGF integ inh: 3; PRMT1 inh: -10; MBD2 DNA inh: -4; TCR CD3 inh: ·
O=C1CC(NS(=O)(=O)c2cccs2)CN1c1ccc(Cl)cc1 (centres undefined) is listed with SIAE inh: 2; HTRA1 inhibitor: -3; rCAG binder: -5; NPR2 activator: -5; ABHD4 inh: 1; TDP2 inh: -2; LEDGF integ inh: -8; PRMT1 inh: 2; MBD2 DNA inh: 6; TCR CD3 inh: -6
O=C(CSc1nc(-c2ccc(F)cc2)cs1)NC(=O)NCc1ccco1 is listed with SIAE inh: -3; HTRA1 inhibitor: -19; rCAG binder: 4; NPR2 activator: -4; ABHD4 inh: -6; TDP2 inh: -13; LEDGF integ inh: 0; PRMT1 inh: 3; MBD2 DNA inh: 3; TCR CD3 inh: 3

Other records follow.
SMILES	SIAE inh	HTRA1 inhibitor	rCAG binder	NPR2 activator	ABHD4 inh	TDP2 inh	LEDGF integ inh	PRMT1 inh	MBD2 DNA inh	TCR CD3 inh
O=c1c(OC2OC(CO)C(O)C(O)C2OC2OC(CO)C(O)C(O)C2O)c(-c2ccc(O)cc2)oc2cc(O)cc(O)c12 (centres undefined)	8	1	9	6	1	-8	19*	-1	1	23*
O=C(NCc1cn(-c2ccccc2)nc1-c1ccc(F)cc1)c1cccc([N+](=O)[O-])c1	-38	-69	5	-1	-34	-3	3	-3	1	2
COc1cc(CCN=Cc2cc(Cl)cc(Cl)c2O)c([N+](=O)[O-])cc1OC	-4	·	4	-7	12	10	3	-1	-8	4
COc1ccccc1C(=O)Nc1ccnn1C1CCN(C2CCCCC2)CC1	3	0	-1	2	4	12	-3	2	-2	-1
CN1CCN(NC(=O)/C=C/c2cccc([N+](=O)[O-])c2)CC1	1	6	3	-4	5	-12	-3	5	-4	-7
c1ccc(Sc2cccc3ccccc23)c(CNC2=NCCN2)c1	2	-3	15	-9	12	-3	0	1	-2	-2

In a second layout: entries from further up.
Compound: O=C(NCc1cn(-c2ccccc2)nc1-c1ccc(F)cc1)c1cccc([N+](=O)[O-])c1
  SIAE inh = -38	HTRA1 inhibitor = -69	rCAG binder = 5	NPR2 activator = -1	ABHD4 inh = -34	TDP2 inh = -3	LEDGF integ inh = 3	PRMT1 inh = -3	MBD2 DNA inh = 1	TCR CD3 inh = 2

Compound: COc1cc(CCN=Cc2cc(Cl)cc(Cl)c2O)c([N+](=O)[O-])cc1OC
  SIAE inh = -4	HTRA1 inhibitor = ·	rCAG binder = 4	NPR2 activator = -7	ABHD4 inh = 12	TDP2 inh = 10	LEDGF integ inh = 3	PRMT1 inh = -1	MBD2 DNA inh = -8	TCR CD3 inh = 4
